KCNQ1 block = inhibitors of human KCNQ1 potassium channel. P51787. CHO-K1 KCNQ1, FluxOR thallium flux fluorescence; stronger effect = higher value. B-score at 10 µM. 310,000 compounds, 1.3% hits. AID 2642;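 active = compounds whose thallium flux B-score, printed positive for inhibition, exceeds three library SD while starting fluorescence stays within three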;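 also: channel opened by potassium depolarization with thallium stimulus after 20 min compound exposure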
TMEM16A inh = blocks the mouse calcium-activated chloride channel TMEM16A; HEK293 TMEM16A/YFP iodide influx fluorescence, ionomycin; normalized B-score (activity score, 25-100; higher = stronger inhibition) at 10 µM; 310,000 compounds, 1.2% hits;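 active = ratio plate-corrected score three or more library SD toward inhibition, starting fluorescence score within five deviations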;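 also: score derived from kinetic fluorescence span divided by baseline fluorescence per well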
KCNK9 block = inhibitors of human KCNK9 two-pore domain potassium channel; AID 488922; B-score at 10 µM; Q9NPC2; HEK293 KCNK9, FluxOR thallium flux fluorescence; stronger effect = lower value; 310,000 compounds, 1.2% hits;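 active = ratio B-score over 3 SD below the library mean, with starting fluorescence within 5 SD of its mean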;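 also: negative B-score means less thallium flux so channel inhibition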
TRPC4 agonist = TRPC4 (mouse) channel activation. Q9QUQ5. HEK293 TRPC4beta/mu-opioid, Fluo4 calcium fluorescence; stronger effect = higher value. B-score at 10 µM. 310,000 compounds, 0.49% hits. AID 2237;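 active = B-score above 5 SD of library B-scores, and initial fluorescence ratio not above library mean plus 5 SD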;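 also: positive B-score marks a calcium rise read as TRPC4 activation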
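Technique: kinetic Fluo4 calcium fluorescence; Test system: TRPC4beta and mu-opioid receptor HEK293 stable cells; Measure: B-scored integrated calcium fluorescence ratio; Benchmarks: low control buffer alone, high control maximal DAMGO; Schedule: 45 min room-temperature Fluo4 loading, 110 s read.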
hERG protect = compounds protecting human hERG from proarrhythmic drug block; Q12809; CHO-hERG, FluxOR thallium flux, dofetilide IC70 present; activation (rescue from dofetilide block), less the hit threshold, % at 10 µM; 310,000 compounds, 0.51% hits;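 active = activation above the mean of controls blocked by dofetilide plus 5 SD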;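 also: thallium influx through hERG after potassium depolarization seen as dye fluorescence rise; in these data hits start at about 4.7%; inactives centre near -7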
Target sequence (Q12809 whole entry, looked up): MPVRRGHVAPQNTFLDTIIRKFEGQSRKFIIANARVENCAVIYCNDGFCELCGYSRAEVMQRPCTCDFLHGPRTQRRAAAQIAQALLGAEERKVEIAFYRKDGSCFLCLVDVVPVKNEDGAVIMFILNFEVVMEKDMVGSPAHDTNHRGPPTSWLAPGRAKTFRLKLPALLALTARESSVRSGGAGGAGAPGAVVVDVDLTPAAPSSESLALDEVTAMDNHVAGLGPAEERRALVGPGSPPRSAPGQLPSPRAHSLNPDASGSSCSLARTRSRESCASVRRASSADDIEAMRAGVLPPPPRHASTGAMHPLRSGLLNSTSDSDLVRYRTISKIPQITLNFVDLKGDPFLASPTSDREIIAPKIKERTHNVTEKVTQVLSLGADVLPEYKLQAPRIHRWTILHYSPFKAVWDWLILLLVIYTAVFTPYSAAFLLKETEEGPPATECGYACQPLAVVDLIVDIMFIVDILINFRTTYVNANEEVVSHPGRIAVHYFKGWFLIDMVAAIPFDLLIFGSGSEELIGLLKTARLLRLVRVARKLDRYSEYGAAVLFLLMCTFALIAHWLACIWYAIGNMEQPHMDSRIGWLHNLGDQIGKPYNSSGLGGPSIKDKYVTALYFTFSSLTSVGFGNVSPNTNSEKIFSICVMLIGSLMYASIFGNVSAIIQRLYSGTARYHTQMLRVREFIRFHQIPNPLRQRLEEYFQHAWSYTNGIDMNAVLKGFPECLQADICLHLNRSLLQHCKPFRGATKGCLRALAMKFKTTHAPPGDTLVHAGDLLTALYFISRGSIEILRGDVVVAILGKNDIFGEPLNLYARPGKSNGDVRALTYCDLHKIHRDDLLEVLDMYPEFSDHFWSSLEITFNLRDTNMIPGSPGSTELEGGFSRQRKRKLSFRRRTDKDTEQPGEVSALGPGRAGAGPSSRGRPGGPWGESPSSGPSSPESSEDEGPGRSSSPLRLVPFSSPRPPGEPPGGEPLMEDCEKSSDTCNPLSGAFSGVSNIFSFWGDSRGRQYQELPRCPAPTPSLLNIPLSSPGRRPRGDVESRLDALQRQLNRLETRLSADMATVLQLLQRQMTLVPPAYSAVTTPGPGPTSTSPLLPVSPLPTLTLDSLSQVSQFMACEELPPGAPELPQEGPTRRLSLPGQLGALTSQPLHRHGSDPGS
HDAC3 inhib = inhibitors of human histone deacetylase 3. recombinant HDAC3, fluorogenic peptide/trypsin coupled, fluorescence. inhibition, % at 8.3 µM. 320,000 compounds, 0.15% hits; in the data active = inhibition above about 26%, passing the limit was not always enough
ANO1 activ = activates or potentiates the mouse TMEM16A chloride channel. HEK293 TMEM16A/YFP-H148Q/I152L, iodide quench fluorescence; stronger effect = lower value. B-score at 10 µM. 340,000 compounds, 0.3% hits;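 active = fluorescence-ratio B-score plate-corrected deviation score at least 3 library SD below zero, with starting fluorescence score within 5 deviations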;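 also: channel opened by trigger with iodide after compound preincubation; score built on the fluorescence ratio of max minus min over baseline; more negative score means more quench and so TMEM16A activation or potentiation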
KCNK3 inh = human KCNK3 channel inhibition, primary screen. 340,000 compounds, 0.84% hits. O14649. B-score at 10 µM. AID 602410. CHO-KCNK3 thallium flux, FluxOR fluorescence; stronger effect = lower value;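 active = B-score under library mean minus 4 SD, starting fluorescence ratio at most library mean plus 5 SD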;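 also: more negative B-score means stronger inhibition of thallium flux through KCNK3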
KCNQ1 act = potentiates or activates the human KCNQ1 potassium channel. CHO-K1 KCNQ1, thallium flux FluxOR fluorescence; stronger effect = higher value. B-score at 10 µM. 310,000 compounds, 0.35% hits. AID 2648;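 active = fluorescence ratio B-score, a plate-corrected score, at least three library SD, with initial intensity B-score within 5 SD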
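System: Stable KCNQ1 CHO-K1 line | Incubation: 90 min dye loading and 20 min compound exposure, both at room temperature | Measure: Ratio B score | Medium: Assay buffer for compound exposure, DMSO matched across wells | Compound dosing: Single-concentration screen | Probe or stimulus: K+/Tl+ depolarizing stimulus | Measured by: Kinetic FluxOR fluorescence, 10 s baseline plus 110 s post-stimulus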
DYRK1A inh = blocks rat Dyrk1A kinase activity. Q63470. ADP-Glo luminescence, NFATc1 peptide. inhibition, % at 12.5 µM. 310,000 compounds, 0.43% hits; in the data active = inhibition above about 50%;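 also: plate controls were vehicle with enzyme for no effect and no enzyme for full effect; many of its hits are not listed in these tables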
TRPC4 PAM = TRPC4 (mouse) allosteric potentiation; Q9QUQ5; HEK293 TRPC4beta/mu-opioid, DAMGO EC20, Fluo-4 Ca2+ flux; stronger effect = higher value; B-score at 10 µM; 310,000 compounds, 0.42% hits;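 active = B-score of calcium response area above 5 SD of library B-scores, with initial fluorescence ratio within 5 SD of library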;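 also: B-score of integrated fluorescence ratio over time as area under calcium response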
* marks the source's active call; other numbers are inactive results; i = inactive; . = no result given. An excerpt, so the mix of outcomes need not match the whole.

The line under a structure holds: KCNQ1 block, TMEM16A inh, KCNK9 block, TRPC4 agonist, hERG protect, HDAC3 inhib, ANO1 activ, KCNK3 inh, KCNQ1 act, DYRK1A inh, TRPC4 PAM
CCOC(=O)CC(=O)CSc1nc2ccccc2c(=O)n1-c1ccc(C(=O)NCCOC)cc1
 : i, i, i, i, -3.2, -3.4, i, i, i, -7.6, i
O=C(Cc1cccc2ccccc12)N/N=C/c1ccc(Sc2cccc3cccnc23)o1
 : i, i, -9.79*, i, -8.6, 4.8, ., ., i, ., i
O=[N+]([O-])c1ccc(C2CNC(c3ccccc3)O2)cc1 (stereo not drawn)
 : i, i, i, i, -3.4, 1.8, i, i, i, -8.7, 14*
COc1ccc(Cc2nc(-c3ccc(-n4cccc4)cc3)no2)cc1
 : i, i, i, i, -8.1, 1.8, i, i, i, -4.1, i
CN(CC(=O)Nc1ccccc1[N+](=O)[O-])Cc1ccc(Br)cc1
 : i, i, i, i, -5.2, 0.7, i, i, i, ., i
C/C(=N\NC(=O)c1ccoc1C)c1ccccc1
 : i, i, i, i, -6.0, -1.0, i, i, i, ., i
Cc1cccc(C)c1NC(=O)CSCC(=O)c1ccc(O)c(O)c1
 : i, i, i, i, -18.7, 6.9, i, i, i, -3.9, i
CCC(C)[C@H](NC(=O)N1CC(=O)Nc2ccccc21)C(=O)N[C@H](Cc1ccccc1)C(=O)O (stereo partly drawn)
 : i, i, i, i, -3.7, -0.1, i, i, i, 4.5, i
COc1cccc(NC(=O)Cn2c(=O)n(-c3ccccc3)c(=O)c3oc4ccccc4c32)c1
 : i, i, i, i, -8.9, 4.2, i, i, i, -0.8, i
CCCCN(C(=O)c1oc2ccc(OCC)cc2c1C)c1c(N)n(CC(C)C)c(=O)[nH]c1=O
 : i, i, i, i, -11.4, 5.0, i, i, i, 5.6, i
COc1cc(OC)cc(C(=O)NCC(=O)OCC(=O)N2c3ccccc3NC(=O)C2(C)C)c1
 : i, i, i, i, -19.4, -7.8, i, i, i, ., i
CC(C)CCN1CCN(Cc2cccc3nonc23)CC1CCO (stereo not drawn)
 : i, i, i, i, -8.0, 3.9, i, i, i, 2.5, i
CCCOc1ccc(/C=C/C(=O)N2CCN(c3ccccn3)CC2)cc1
 : i, i, i, i, -6.8, -5.0, i, i, i, ., i
CCOc1ccc(C(=O)NCC(=O)OCc2c(F)cccc2Cl)cc1OCC
 : i, i, i, i, -5.9, 2.7, i, i, i, 4.3, i
O=C(N1CCN=C1SCc1cccnc1)C12CC3CC(CC(C3)C1)C2
 : i, i, i, i, -4.7, 2.9, i, i, i, -12.1, i
O=C(NCCc1nnc2ccc(N3CCCC3)nn12)c1ccccc1
 : i, i, i, i, -9.8, -0.7, i, i, i, -4.5, i
Cc1csc(N/N=C/c2ccccc2F)n1
 : i, i, i, i, -1.9, 9.8, i, i, i, -2.2, i
Cc1nc(=O)c(-c2ccccc2)c(C)n1CC1CCCO1 (stereo not drawn)
 : i, i, i, i, -6.0, -2.0, i, i, i, -4.9, i
O=c1[nH]c(-c2ccccn2)nc2sc(-c3ccccc3)cc12
 : i, ., i, i, -7.3, ., i, i, i, -4.9, i
CS(=O)(=O)N1CCCC(C(=O)NCCCN2CCOCC2)C1 (stereo not drawn)
 : i, i, i, i, 1.7, -0.4, i, i, i, ., i
O=C(NCc1ccccc1)/C(=C/c1ccc(OC(F)F)cc1)c1ccccc1
 : i, i, -11.4*, i, -7.3, 19.0, i, i, i, -1.7, i
Cc1cc(=O)cc(C)n1-c1ccc(O)cc1
 : i, i, i, i, -5.2, -2.2, i, i, i, 3.3, i
CC(=O)OCc1ccccc1Sc1ccccc1C(=O)NCc1ccccc1
 : i, i, i, i, -9.9, -13.8, i, i, i, -2.6, i
C=CCNC(=S)Nc1ccc2cn[nH]c2c1
 : i, i, i, i, -1.9, -0.6, i, i, i, 70.0*, i
COc1ccccc1NS(=O)(=O)c1cccc(C(=O)N/N=C(\C)c2ccc(-n3ccnc3)cc2)c1
 : i, i, i, i, -0.5, 6.9, i, i, i, -3.8, i
O=C(NCC(=O)N(c1ccccc1)C(C(=O)NC1CCCCC1)c1cccnc1)c1cccs1 (stereo not drawn)
 : i, i, i, i, -7.0, -8.8, i, i, i, -2.0, i
Cc1cc(S(=O)(=O)N(Cc2ccc(F)cc2)CC2CCCO2)ccc1-n1cnnn1 (stereo not drawn)
 : i, i, i, i, -3.0, 2.8, i, i, i, 31.8, i
O=C(OCC(=O)N1CCCC1)c1ccco1
 : i, i, i, i, -6.8, 1.4, i, i, i, 2.3, i
CCOC(=O)c1c(C)[nH]c(C(=O)OCC(=O)Nc2cc(C)nn2-c2ccccc2)c1C
 : i, i, i, i, -12.0, 6.4, i, i, i, -2.3, i
O=C(NCCc1ccccc1)C(c1cccs1)N(C(=O)CCl)c1ccc(Cl)cc1 (stereo not drawn)
 : i, i, i, i, -7.1, 4.5, i, i, i, ., i
O=C(N=Nc1c(O)[nH]c2ccc(Br)cc12)c1ccccc1-n1cccc1
 : i, i, i, i, -12.7, 3.6, i, i, i, 3.7, i
C#Cc1ccc([C@@H]2C=C(C(=O)NC3CC3)O[C@H](OCC)[C@H]2CCCO)cc1
 : i, i, i, i, -8.3, 7.6, i, i, i, -13.6, i
COc1ccc(C)cc1NC(=O)c1ccc2c(=O)n3c(nc2c1)CCCCC3
 : i, i, i, i, -16.5, -1.0, i, i, i, ., i
CCc1nnc(SCC(=O)Nc2ccc3c(c2)OCO3)n1CC
 : i, i, i, i, -9.5, -2.2, i, i, i, 0.5, i
Cc1[nH]n(-c2nc(-c3ccccc3)cc(=O)[nH]2)c(=O)c1CCO
 : i, i, i, i, -4.8, 1.9, i, i, i, -2.2, i
CCCCSC(=O)Nc1ccccc1
 : i, i, i, i, -9.2, 2.7, i, i, i, -0.9, i
CCC(C)[C@H](NC(=O)NCc1cccs1)C(=O)O (stereo partly drawn)
 : i, i, i, i, -7.1, 2.5, i, i, i, 6.0, i
CCCCn1c(N)c(N(CCOC)C(=O)c2cc(-c3ccncc3)nc3ccccc23)c(=O)[nH]c1=O
 : i, i, i, i, -14.5, 2.7, i, i, i, 4.7, i
O=C(CSc1nnc(NC(=O)c2ccccc2[N+](=O)[O-])s1)NCC1CCCO1 (stereo not drawn)
 : i, i, i, i, -9.8, 8.7, i, i, i, 0.7, i
CCCSc1cc(N2CCOCC2)nc(-c2ccccc2Cl)n1
 : i, i, i, i, -7.0, 10.7, i, i, i, 6.2, i
O=C1/C(=C/c2cccnc2)SC(=S)N1c1ccccc1
 : i, i, i, i, -6.0, 0.2, i, i, i, -0.7, i
N=c1c(C(=O)NC2CCCCC2)cc2c(=O)n3ccccc3nc2n1Cc1ccccc1
 : i, i, i, i, -18.9, -407.6, i, i, i, -1.4, i
CNC(=O)N(O)C1N(/N=C/c2ccc(C)cc2)C(=S)SC1(C)C (stereo not drawn)
 : i, i, i, i, -4.3, 8.7, i, i, i, -1.4, i
CC(=O)OCC(=O)Nc1ccc(C(C)=O)cc1
 : i, i, i, i, -3.0, 6.6, i, i, i, -7.2, i
CC(C)NC(=O)COC(=O)c1cc(F)c(F)cc1Cl
 : i, i, i, i, -2.3, 2.9, i, i, i, -2.2, i

Complete entries, looked up by structure. Order of values: KCNQ1 block | TMEM16A inh | KCNK9 block | TRPC4 agonist | hERG protect | HDAC3 inhib | ANO1 activ | KCNK3 inh | KCNQ1 act | DYRK1A inh | TRPC4 PAM
Shown for `O=C(NCCc1nnc2ccc(N3CCCC3)nn12)c1ccccc1` = i | i | i | i | -9.8 | -0.7 | i | i | i | -4.5 | i
Shown for `CCc1nnc(SCC(=O)Nc2ccc3c(c2)OCO3)n1CC` = i | i | i | i | -9.5 | -2.2 | i | i | i | 0.5 | i

Next section
The line under a structure holds: KCNQ1 block, TMEM16A inh, KCNK9 block, TRPC4 agonist, hERG protect, HDAC3 inhib, ANO1 activ, KCNK3 inh, KCNQ1 act, DYRK1A inh, TRPC4 PAM
CCOC(=O)Cc1nnc2c(Nc3ccc(C)cc3)nc3nonc3n12
 : i, i, i, i, -7.5, -3.9, i, i, i, 11.4, i
CCC(C)NC(=S)NNC(=O)c1ccc(C(C)(C)C)cc1 (stereo not drawn)
 : i, i, i, i, -4.4, 0.4, i, i, i, 1.0, i
O=C(Cn1ccc([N+](=O)[O-])n1)NCc1ccco1
 : i, i, i, i, -1.5, 1.6, i, i, i, -2.8, i
COc1ccc(C2CC(O)(c3ccccc3)Oc3c(C)ccc(C)c32)cc1 (stereo not drawn)
 : i, ., i, i, -2.6, 20.6, i, i, i, 4.9, i
CCOC(=O)C1CCCN(C/C(O)=C(\C#N)c2nc(-c3ccccc3)cs2)C1 (stereo not drawn)
 : i, i, i, i, -6.6, -3.1, i, i, i, 1.2, i
CCOC(=O)c1cn(Cc2ccc(Cl)cc2Cl)c2cc(C)nn2c1=O
 : i, i, i, i, -7.8, -24.4, i, i, i, 14.1, i
COc1cc(-c2nnc(-c3cccnc3)o2)cc(OC)c1OC
 : i, i, i, i, -1.2, 3.1, i, i, i, -0.3, i
Cc1ccc[n+](CC(=O)c2cc3ccccc3oc2=O)c1
 : i, i, i, i, -1.5, 11.0, i, i, i, 2.1, i
COCCn1cc(C(=S)N2CCCCC2)c2ccccc21
 : i, i, i, i, -11.8, -5.3, i, i, i, -1.6, i
COc1ccc(NC(=O)CCS(=O)(=O)c2ccccc2)c(OC)c1
 : i, i, i, i, -0.2, 2.5, i, i, i, 2.1, i
COc1ccc(NC(=O)CSc2nccn2Cc2ccco2)cc1OC
 : i, i, i, i, -5.2, -1.1, i, i, i, -2.5, i
CCOC(=O)C1CCN(C(=O)Cc2ccc(-c3ccccc3)cc2)CC1
 : i, i, i, i, -11.1, 0.7, i, i, i, 19.2, i
O=C(NCCCn1ccnc1)/C(=C\c1cccs1)NC(=O)c1ccccc1
 : i, i, i, i, -5.5, 7.2, i, i, i, 8.5, i
O=C(CSc1nc2ccccc2c(=O)n1CC1CCCO1)NCc1ccc2c(c1)OCO2 (stereo not drawn)
 : i, i, i, i, -1.6, 0.0, i, i, i, 4.8, i
CCN1C(=O)[C@H]2[C@@H](c3ccc(-c4ccccc4)c(OC)c3)N[C@@](Cc3ccccc3)(C(=O)OC)[C@H]2C1=O
 : i, i, i, i, -10.8, 14.2, i, i, i, -12.9, i
CC(C)CN(C(=O)CSc1nncs1)c1c(N)n(CC(C)C)c(=O)[nH]c1=O
 : i, i, i, i, -6.9, 1.8, i, i, i, 0.6, i
CCOc1ccc(CNC2CCCc3ccccc32)cc1 (stereo not drawn)
 : i, i, i, i, -6.3, -2.4, i, i, i, -0.6, i

Screening data deposited in PubChem by several laboratories.
